Screens (PubChem)
Casp6 inh: blocks human caspase-6 cleavage activity | P55212 | purified caspase-6, Z-VEID-R110 cleavage fluorescence | inhibition, % at 12.5 µM | 0.53% of 350,000 active | AID 686996;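 active = mean inhibition across replicates at least about 35%, with every replicate also reaching that limit, limit read from the data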;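 also: 0% = median of neutral control wells and 100% = no fluorescence left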
Target sequence (P55212 24-179 limits assumed): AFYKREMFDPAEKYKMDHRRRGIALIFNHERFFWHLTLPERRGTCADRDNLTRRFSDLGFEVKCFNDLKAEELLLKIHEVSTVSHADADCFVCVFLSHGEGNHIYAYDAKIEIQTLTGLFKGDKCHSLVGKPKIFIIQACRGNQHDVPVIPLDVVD
Target sequence (P55212 194-293 limits assumed): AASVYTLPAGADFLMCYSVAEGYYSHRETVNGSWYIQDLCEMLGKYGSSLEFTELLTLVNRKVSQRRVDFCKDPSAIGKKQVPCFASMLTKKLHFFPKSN
Cneo AK release: Cryptococcus neoformans lysis via adenylate kinase release; C. neoformans lysis, adenylate kinase release luminescence, 4 h; normalised: neutral wells 0, clomiphene wells 100; lysis activity, % at 15 µM; 0.2% of 360,000 active; AID 651654;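 active = mean lysis activity across replicates of at least 80%, whatever share of replicates individually reach that level; inactive = mean lysis activity below 80%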
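Assay system: Cryptococcus neoformans yeast cells / Dosing: single-point compound dose / Timing: 4 h at 37 °C static, read 1 h later / Measured by: luminescence of released adenylate kinase using an AK detection reagent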
FN deposition inh: fibronectin deposition inhibition | 0.086% of 350,000 active | AH1F fibroblasts, Alexa488-fibronectin deposition fluorescence, overnight | AID 743247 | inhibition, % at 12.6 µM;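 active = mean inhibition across replicates of 30% or more, regardless of how many single replicates reach that level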;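 also: positive control wells lacked labelled fibronectin entirely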
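Measured by – fluorescence 485/525 nm · System – AH1F fibroblast monolayer, labelled fibronectin deposition · Amount – 10000 cells per well · Buffer or medium – serum-reduced DMEM (2% serum) · Doses – single dose, pinned · Also added – fluorescent fibronectin at 24 nM final · Schedule – 1 h cell attachment, overnight exposure to compound and label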
PAX8 reporter: PAX8 transcriptional activity inhibition | RMG-I TPO-luciferase reporter, SteadyGlo, 24 h | inhibition, % at 12.6 µM | 1.2% of 360,000 active;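 active = mean replicate inhibition at least 60% with every replicate also reaching 60%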;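 also: luciferase light reporting Pax8 driven TPO promoter activity; plate controls were median of neutral control wells for no effect and mitoxantrone controls for full effect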
miR-122 sensor: blocks miR-122 activity in Huh7 sensor cells; Huh7 miR-122 Renilla luciferase sensor, 48 h; neutral wells = 0, positive control = 100; 0.3% of 340,000 active; activation (reporter increase), % at 12.5 µM;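 active = mean replicate activation score at least 90 and every replicate individually at or above 90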;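 also: higher luciferase means less miR-122 activity so hits act as miR-122 inhibitors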
LGR2 antag: inhibitors of bursicon-induced Drosophila LGR2 receptor cAMP signaling; 0.35% of 380,000 active; AID 720647; inhibition, % at 9.99 µM; HEK293 LGR2, CRE-luciferase, bursicon-stimulated, 4 h;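 active = drop in luminescence signal, shown as inhibition above about 50% in the replicate tests, limit read from the data, passing the limit was not always enough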;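 also: agonist challenge used bursicon conditioned medium at about half maximal strength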
EWS-Fli inh: blocks EWS/Fli oncoprotein-driven transcription; A673 NR0B1-luciferase reporter, viability-normalised; inhibition, % at 12.6 µM; 0.67% of 350,000 active;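 active = mean inhibition of at least 50% after viability correction, with every replicate also passing that limit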;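 also: firefly luciferase signal divided by Alamar Blue viability fluorescence both relative to DMSO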
PGC1a acetyl inh: lowers PGC1a acetylation signal in U2OS cells. AlphaScreen anti-acetyl-lysine; with virally co-expressed GCN5 acetyltransferase. inhibition, % at 15.6 µM. 0.17% of 350,000 active. AID 651687;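 active = every replicate shows inhibition of at least 40%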;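 also: 0% = neutral control wells and 100% = positive control wells; some results beyond the cut were filed as inactive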
Active calls of the source: *; / = not tested or not shown; [ ] = dose if it differs, or a comment.

A first look:
(1) O=C(C[C@H]1CC[C@H]2[C@@H](COC[C@@H](O)CN2Cc2ccc(C(F)(F)F)cc2)O1)NCCc1ccccc1
(2) CO[C@H]1CN(C)C(=O)c2cc(NC(=O)NC(C)C)ccc2OC[C@@H](C)N(C(=O)NC(C)C)C[C@H]1C
(3) C[C@@H]1CN([C@H](C)CO)C(=O)c2cc(NC(=O)Nc3ccc(F)cc3)ccc2O[C@@H](C)CCCCO[C@H]1CN(C)C(=O)C1CCCCC1
(4) O=C(c1ccncc1)N1CC(=O)N2[C@H](CO)[C@H](c3ccc(-c4ccccc4F)cc3)[C@@H]2C1
(5) COc1ccc(NC(=O)Nc2cccc3c2O[C@H](CN(C)C(=O)Nc2ccc(F)cc2)[C@H](C)CN([C@@H](C)CO)C3=O)cc1
(6) Clc1ccc(Cl)c(-c2nc(-c3ccncc3)no2)c1
(7) C[C@H]1CN([C@@H](C)CO)C(=O)c2cc(NS(C)(=O)=O)ccc2O[C@H]1CN(C)C(=O)Nc1ccc(F)cc1
(8) Cc1noc(C)c1NC(=O)Nc1ccc2c(c1)C(=O)N([C@@H](C)CO)C[C@@H](C)[C@H](CN(C)S(=O)(=O)c1cccs1)O2
(9) CCN1CCN(c2nc3c(C)cccn3c(=O)c2/C=C(\C#N)C(=O)NCCCOC)CC1
(10) CN(C)C(=S)Oc1ccccc1C1(C)OCCO1

assay / entry,1,2,3,4,5,6,7,8,9,10
Casp6 inh,3.7,-0.2,1.4,-0.4,0.9,-1.4,-0.4,-0.1,-5.9,-8.9
Cneo AK release,-2.1,4.3,3.2,/,2.6,1.0,2.6,-5.0,-1.7,1.7
FN deposition inh,-6.2,0.0,/,/,-22.5,-1.2,/,/,4.6,1.1
PAX8 reporter,/,-5.5,86.0*,-7.9,-7.1,7.8,-20.8,/,17.5,8.5
miR-122 sensor,-13.4[16.7 µM],0.8[16.7 µM],-13.1[16.7 µM],/,2.9[16.7 µM],0.5,-1.1[16.7 µM],-6.3[16.7 µM],/,0.7
LGR2 antag,4.6,3.3,6.6,-1.5,-5.5,-21.2,-1.0,-13.1,-0.4,-3.8
EWS-Fli inh,/,0.1,17.4,-5.3,-3.5,-86.0,3.7,-5.1,8.7,-3.6
PGC1a acetyl inh,1.4,/,5.0,1.0,0.3,-4.3,3.8,-1.8,/,1.5

(11) CCN(c1ccccc1)S(=O)(=O)c1ccc(C(=O)NCC(c2ccccc2OC)N2CCCC2)cc1 (configuration not stated)
(12) CCc1nc2ccc(C(=O)Nc3cccc(OC)c3)cn2c1N(C)CCCc1ccccc1

assay / entry,11,12
Casp6 inh,-8.8,-2.6
Cneo AK release,-4.3,14.1
FN deposition inh,7.2,3.8
PAX8 reporter,0.3,-16.3
miR-122 sensor,/,2.0
LGR2 antag,-3.2,9.0
EWS-Fli inh,7.5,-4.9
PGC1a acetyl inh,/,4.2

Main list (from the top)
(1) O=C(C[C@H]1CC[C@H]2[C@@H](COC[C@@H](O)CN2Cc2ccc(C(F)(F)F)cc2)O1)NCCc1ccccc1
(2) CO[C@H]1CN(C)C(=O)c2cc(NC(=O)NC(C)C)ccc2OC[C@@H](C)N(C(=O)NC(C)C)C[C@H]1C
(3) C[C@@H]1CN([C@H](C)CO)C(=O)c2cc(NC(=O)Nc3ccc(F)cc3)ccc2O[C@@H](C)CCCCO[C@H]1CN(C)C(=O)C1CCCCC1
(4) O=C(c1ccncc1)N1CC(=O)N2[C@H](CO)[C@H](c3ccc(-c4ccccc4F)cc3)[C@@H]2C1
(5) COc1ccc(NC(=O)Nc2cccc3c2O[C@H](CN(C)C(=O)Nc2ccc(F)cc2)[C@H](C)CN([C@@H](C)CO)C3=O)cc1
(6) Clc1ccc(Cl)c(-c2nc(-c3ccncc3)no2)c1
(7) C[C@H]1CN([C@@H](C)CO)C(=O)c2cc(NS(C)(=O)=O)ccc2O[C@H]1CN(C)C(=O)Nc1ccc(F)cc1
(8) Cc1noc(C)c1NC(=O)Nc1ccc2c(c1)C(=O)N([C@@H](C)CO)C[C@@H](C)[C@H](CN(C)S(=O)(=O)c1cccs1)O2

assay / entry,1,2,3,4,5,6,7,8
Casp6 inh,3.7,-0.2,1.4,-0.4,0.9,-1.4,-0.4,-0.1
Cneo AK release,-2.1,4.3,3.2,/,2.6,1.0,2.6,-5.0
FN deposition inh,-6.2,0.0,/,/,-22.5,-1.2,/,/
PAX8 reporter,/,-5.5,86.0*,-7.9,-7.1,7.8,-20.8,/
miR-122 sensor,-13.4[16.7 µM],0.8[16.7 µM],-13.1[16.7 µM],/,2.9[16.7 µM],0.5,-1.1[16.7 µM],-6.3[16.7 µM]
LGR2 antag,4.6,3.3,6.6,-1.5,-5.5,-21.2,-1.0,-13.1
EWS-Fli inh,/,0.1,17.4,-5.3,-3.5,-86.0,3.7,-5.1
PGC1a acetyl inh,1.4,/,5.0,1.0,0.3,-4.3,3.8,-1.8

(9) CCN1CCN(c2nc3c(C)cccn3c(=O)c2/C=C(\C#N)C(=O)NCCCOC)CC1
(10) CN(C)C(=S)Oc1ccccc1C1(C)OCCO1
(11) CCN(c1ccccc1)S(=O)(=O)c1ccc(C(=O)NCC(c2ccccc2OC)N2CCCC2)cc1 (configuration not stated)
(12) CCc1nc2ccc(C(=O)Nc3cccc(OC)c3)cn2c1N(C)CCCc1ccccc1
(13) COC(=O)c1sccc1NC(=S)N(C)C1CCCCC1
(14) O=C(C[C@@H]1CC[C@@H](NC(=O)C2CC2)[C@@H](CO)O1)NCc1ccccc1Cl
(15) CC(C)N(CCc1ccncc1)C(=S)Nc1cccc(Cl)c1
(16) Cc1nnc(SCC(=O)NC(=O)NCc2ccco2)s1

assay / entry,9,10,11,12,13,14,15,16
Casp6 inh,-5.9,-8.9,-8.8,-2.6,-0.9,-3.2,-4.0,-1.3
Cneo AK release,-1.7,1.7,-4.3,14.1,/,-0.4,/,/
FN deposition inh,4.6,1.1,7.2,3.8,-5.0,-5.2,4.6,-3.4
PAX8 reporter,17.5,8.5,0.3,-16.3,-0.2,-2.1,-0.8,-7.8
miR-122 sensor,/,0.7,/,2.0,-2.0,/,2.3,/
LGR2 antag,-0.4,-3.8,-3.2,9.0,-4.1,-1.7,-20.3,-19.7
EWS-Fli inh,8.7,-3.6,7.5,-4.9,-3.4,3.6,6.7,2.6
PGC1a acetyl inh,/,1.5,/,4.2,-4.4,9.0,-13.2,/

(17) CCCC(=O)Nc1ccc2c(c1)OC[C@@H](C)N(C(=O)c1ccncc1)C[C@@H](C)[C@H](OC)CN(C)C2=O
(18) CCCN(C)C[C@@H]1Oc2cc(C#Cc3ccccc3OC)ccc2S(=O)(=O)N([C@@H](C)CO)C[C@@H]1C
(19) COc1ccc(-c2csc(NC(=O)CSC(C)C(=O)Nc3cc(C)on3)n2)cc1OC (configuration not stated)
(20) COc1ccccc1N1CCN(C(=O)C(=O)c2cccc([N+](=O)[O-])c2)CC1
(21) O=C(Nc1ccncc1)Nc1ccccc1Cl
(22) Cc1nc2ccccc2c2oc(C(=O)NCCCN3CC(C)CC(C)C3)cc12 (configuration not stated)
(23) COCCN1C(=O)c2ccc(C(=O)Nc3cccnc3)cc2C1=O
(24) CN(C)S(=O)(=O)c1ccc(C(=O)NCc2ccco2)cc1

assay / entry,17,18,19,20,21,22,23,24
Casp6 inh,-2.4,3.5,-0.9,5.5,7.6,-11.7,-0.9,0.9
Cneo AK release,-1.9,-2.0,1.2,/,-10.5,-1.8,0.4,/
FN deposition inh,-3.4,-3.4,0.8,8.0,/,3.5,1.1,-6.0
PAX8 reporter,0.2,/,0.6,-12.3,-30.8,1.3,10.7,-3.1
miR-122 sensor,12.2[16.7 µM],1.7[16.7 µM],-13.7,/,9.2,-1.0,/,1.4
LGR2 antag,4.0,-2.2,-19.2,-16.0,-0.4,-5.3,-7.9,-2.6
EWS-Fli inh,3.6,8.2,-2.5,-2.8,/,4.9,/,-16.1
PGC1a acetyl inh,8.6,-20.5,3.3,/,5.8,-10.0,4.8,-0.3

(25) CN1C(=O)Nc2cccc3cccc1c23
(26) CC(=O)c1c(N2CCN(c3ccc(F)cc3)CC2)nc(=S)n(-c2ccccc2)c1C
(27) C[C@H](CO)N1C[C@H](C)[C@H](CN(C)Cc2ccccn2)Oc2ncc(C#Cc3ccccc3)cc2C1=O
(28) COc1ccc(N2CC(O)(c3ccc(OC(F)F)cc3)[N+]3=C2CCCC3)cc1 (configuration not stated)
(29) CCc1nn(CC(=O)NC(C)CCc2ccccc2)c(=O)c2cc3occc3n12 (configuration not stated)
(30) O=C(C[C@@H]1C/C=C\CCC(=O)OC[C@@H]2CCCN2C1=O)NCCO
(31) C[C@@H]1CN([C@@H](C)CO)S(=O)(=O)c2ccc(-c3ccc(C#N)cc3)cc2O[C@H]1CN(C)Cc1ccccn1
(32) Cn1cnc(S(=O)(=O)N2CC[C@@H]3[C@H]2c2cc(C#Cc4ccc(F)cc4)ccc2N[C@@H]3CO)c1

assay / entry,25,26,27,28,29,30,31,32
Casp6 inh,1.7,-0.2,-3.2,-0.2,-1.9,1.9,-8.4,-0.6
Cneo AK release,-0.3,3.3,-1.6,/,-1.0,-2.0,2.0,0.4
FN deposition inh,8.4,-3.7,3.7,2.5,-1.5,-2.8,/,14.3
PAX8 reporter,-12.3,28.8,-9.8,11.9,-11.0,8.7,60.0,-36.3
miR-122 sensor,-7.8,3.2,3.5[16.7 µM],/,-5.7,0.5,/,2.8[16.7 µM]
LGR2 antag,-12.7,1.4,-8.3,-3.2,-3.8,3.2,12.2,-0.8
EWS-Fli inh,34.3,-4.0,-7.0,3.8,/,-7.5,19.0,-7.0
PGC1a acetyl inh,-1.0,-3.7,2.1,1.0,6.8,4.5,8.1,3.4

Records 31 through 32, reprinted for reference:
(31) C[C@@H]1CN([C@@H](C)CO)S(=O)(=O)c2ccc(-c3ccc(C#N)cc3)cc2O[C@H]1CN(C)Cc1ccccn1
(32) Cn1cnc(S(=O)(=O)N2CC[C@@H]3[C@H]2c2cc(C#Cc4ccc(F)cc4)ccc2N[C@@H]3CO)c1

assay / entry,31,32
Casp6 inh,-8.4,-0.6
Cneo AK release,2.0,0.4
FN deposition inh,/,14.3
PAX8 reporter,60.0,-36.3
miR-122 sensor,/,2.8[16.7 µM]
LGR2 antag,12.2,-0.8
EWS-Fli inh,19.0,-7.0
PGC1a acetyl inh,8.1,3.4
